Screening data: PubChem BioAssay, National Center for Advancing Translational Sciences (NCATS)
IMPase cell inh – cell-permeable inhibitors of inositol monophosphatase (IMPase); CHO-M1 cells, IP1 accumulation, HTRF TR-FRET ratio; inhibition (IP1 accumulation), % at 46.1 µM; 120,000 tested, under 10 active; active = well fitted curve in the direction sought with a large enough effect in the signal ratio, not every such curve was filed as active; inconclusive = small, poorly fitted or top-dose-only effect, or a change in a side signal; inactive = no such curve, though single readings can be large or run the other way; the % refers to the signal ratio;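 note: cells stimulated with carbachol in lithium chloride buffer; plate controls were DMSO basal wells for no effect and reference inhibitor wells for full effect; higher means more IMPase inhibition seen as more IP1 and lower FRET ratio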
Target sequence (P97697 whole entry, looked up): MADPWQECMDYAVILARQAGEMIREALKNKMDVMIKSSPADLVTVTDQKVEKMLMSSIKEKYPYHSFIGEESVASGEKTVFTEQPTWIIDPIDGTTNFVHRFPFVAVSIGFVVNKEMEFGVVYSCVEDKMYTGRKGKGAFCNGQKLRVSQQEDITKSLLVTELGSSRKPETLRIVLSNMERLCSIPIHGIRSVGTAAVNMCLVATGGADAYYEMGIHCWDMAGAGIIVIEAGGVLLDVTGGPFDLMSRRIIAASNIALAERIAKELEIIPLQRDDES
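In this qHTS, compounds (final up to 46 uM) act on CHO-M1 cells that are then activated through the M1 receptor with carbachol, in pH 7.4 buffer containing 50 mM LiCl, for 30 min. IP1 accumulation is quantified by the IP-One immunoassay.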
15-hLO-2 inh – inhibitors of human 15-lipoxygenase 2 (ALOX15B); O15296; purified 15hLO-2, xylenol orange hydroperoxide absorbance; Potency, µM (titrated, usually from 57.1 µM), for inactives: at the highest dose activity change, negative = inhibition, usual class: inhibitors; actives 0.56% (n = 110,000); AID 881; note: potency is the fitted concentration of half-maximal effect; nearly all actives have a fitted effect of over 60% in size; many of its hits are not listed in these tables
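Enzyme 50 nM, AA 45 uM, 25 mM Hepes pH 7.5 + 0.01% Triton X-100; cpd preinc 15 min RT, rxn 90 min RT; stop/detect with 200 uM XO + 300 uM Fe(II) in 50 mM H2SO4, 30 min; A573/A405.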
PNC inhibitor – perinucleolar compartment assembly inhibition | PC3M PTB-GFP, PNC prevalence imaging, 16 h; stronger effect = lower value | activity change (PNC), negative = inhibition, % at 10 µM | actives 3.1% (n = 140,000);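 active = readout at or below -70, meaning at least 70% loss of cells showing the perinucleolar compartment, a nuclear body marking cancer cells; inconclusive = readout between -30 and a set limit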;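 note: plate controls were DMSO wells for no effect and camptothecin positive control wells for full effect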
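Read-out is percentage of cells bearing a perinucleolar compartment, from automated 20x imaging of fixed, Hoechst-stained PC3M PTB-GFP cells. Cells were seeded 4 h, then exposed 16 h to compound (23 nl of library stock) in duplicate plates.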
12-hLO inh – inhibitors of human 12-lipoxygenase (ALOX12); purified 12-hLO, xylenol orange hydroperoxide absorbance; Potency, µM (titrated, usually from 57.1 µM), inactives show at the highest dose activity change, negative = inhibition, most hits filed as inhibitors; actives 0.12% (n = 150,000); AID 1452; note: potency is the fitted concentration of half-maximal effect; nearly all actives have a fitted effect of over 55% in size; many of its hits are not listed in these tables
Target sequence (P18054 whole entry, looked up): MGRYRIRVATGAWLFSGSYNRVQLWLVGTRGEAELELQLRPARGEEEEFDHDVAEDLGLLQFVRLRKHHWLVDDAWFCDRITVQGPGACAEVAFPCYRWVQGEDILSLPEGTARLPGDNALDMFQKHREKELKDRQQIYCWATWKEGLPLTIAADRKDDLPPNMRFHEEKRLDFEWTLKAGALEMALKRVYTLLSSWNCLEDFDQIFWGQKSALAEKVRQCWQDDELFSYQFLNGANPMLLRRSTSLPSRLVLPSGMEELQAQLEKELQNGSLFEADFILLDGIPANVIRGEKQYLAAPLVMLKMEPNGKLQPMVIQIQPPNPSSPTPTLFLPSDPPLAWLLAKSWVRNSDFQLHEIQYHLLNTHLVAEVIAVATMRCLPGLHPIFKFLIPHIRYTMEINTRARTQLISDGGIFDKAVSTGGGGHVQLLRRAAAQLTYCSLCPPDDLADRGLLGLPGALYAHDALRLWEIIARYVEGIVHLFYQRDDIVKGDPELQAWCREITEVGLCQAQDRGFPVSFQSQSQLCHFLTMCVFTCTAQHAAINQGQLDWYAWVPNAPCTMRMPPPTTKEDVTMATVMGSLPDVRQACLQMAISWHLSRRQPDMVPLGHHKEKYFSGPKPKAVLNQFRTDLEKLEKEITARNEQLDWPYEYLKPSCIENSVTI
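Hydroperoxide output read as Fe(III)-xylenol orange absorbance, 573-to-405 nm ratio, after 30 min reaction with 40 uM arachidonic acid. Enzyme: 150 nM purified human 12hLO, 15 min compound preincubation; 25 mM Hepes pH 7.0, room temperature.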
* hit, by the source's call; ? = inconclusive; . = not tested or not shown; & = joins results of further samples; [ ] = remark or other dose. Unless noted, calls come from the whole dose curve; as a rule, active = well fitted curve in the direction sought with a large enough effect; inconclusive = small, poorly fitted or top-dose-only effect, or another doubt; inactive = no such curve, though single readings can be large; an effect the other way counts as inactive or inconclusive. Unless noted, % is set by controls: 0 for no effect and ±100 for the full control effect. Only part of the results is shown; rates above refer to the full screens.

SMILES	IMPase cell inh	15-hLO-2 inh	PNC inhibitor	12-hLO inh
COC(=O)c1ccc(CNC(=O)COC(=O)CC23CC4CC(CC(Br)(C4)C2)C3)cc1	.	.	?	-7%
c1ccc2cc3c(NCCN4CCOCC4)ccnc3cc2c1	.	.	-103*	-11%
Cc1cc(C)n(C(=O)COc2ccc([N+](=O)[O-])cc2)n1	.	.	-7	3%
COc1cc(C2NC(=O)NC(C)=C2C(=O)OCc2ccccc2)ccc1O (stereo not given)	9	-12%	-23	-7%
CCOC(=O)/C(=C/c1ccccc1)NC(=O)c1ccco1	?	.	-81*	-7%
CCOc1cc(C(=O)Nc2c3c(nn2C(C)(C)C)CS(=O)C3)cc(OCC)c1OCC (stereo not given)	.	.	-24	1%
Cc1ccc(-n2c3nc(=O)[nH]c(=O)c-3cc3cc([N+](=O)[O-])ccc32)cc1	4	.	?	10%
O=C(O)CSc1cccc2cccnc12	-6&-5	-10%&0%	-13&44	5%&-1%
O=C(CSCc1ccc([N+](=O)[O-])cc1)NC1CC2CCC1C2 (stereo not given)	7	.	?	-4%
CC(C)(C)OC(=O)NCCc1nnc(S(=O)(=O)Cc2ccc(Cl)cc2Cl)o1	11	-23%	-4	-1%
COc1cc2c(c(OC)c1)C(c1ccncc1)CC(=O)N2 (stereo not given)	-7	-4%	-28	0%
N#C/C(=C/c1ccc(-c2ccccc2)o1)c1nc(-c2cccs2)cs1	.	.	34	2%
COCCn1c(COc2ccccc2)nnc1SCC(N)=O	13	6%	?	-2%
CC(=O)c1c(N2CCCC2)nc(=S)n(-c2ccccc2)c1C	0	-4%	-18	4%
COc1cccc(C(=O)Nc2c(F)c(F)c(F)c(F)c2F)c1	0	-27%	-14	-6%
CC1CC1C(=O)Nc1ccc(-c2ccccc2)cc1 (stereo not given)	.	.	-9	2%
CC(C)c1nnc(NC(=O)CCC(=O)NCC2CCCO2)s1 (stereo not given)	2	0%	21	-3%
COc1ccc(Cc2c(N)nc(N)nc2N)cc1	-22	25%	-5	8%
COC(=O)N[C@H](CC(C)=O)c1cccc(C(F)(F)F)c1	.	.	33	-2%
CC(c1nnc(SCn2nnc3ccccc3c2=O)n1-c1ccc(Cl)cc1)N(C)C (stereo not given)	-5	1%	13	-4%
CN(c1ccc(C(=O)NCCc2ccccc2)cc1)S(C)(=O)=O	4	-1%	21	0%
O=C(c1ccccc1)c1cnc(-c2ccc(Cl)cc2)s1	-12	-12%	48	-1%
O=C(Nc1ccon1)c1cccc(Cl)c1	-3	-2%	-16	14%
Cc1sc(NC(=O)CSc2nnnn2C2CCCC2)c(C#N)c1C	9	1%	26	-8%
O=C(NC1CCCCC1)NC1CC2CCC(C1)N2Cc1nnnn1Cc1ccc2c(c1)OCO2 (stereo not given)	5	-6%	-9	-11%
CSC1=C(C#N)C(CC(C)C)C(C(C)=O)=C(C)N1 (stereo not given)	-3	14%	-3	-1%
Cn1c(N)c(C(=O)CSc2nc3ccccc3n2-c2ccccc2)c(=O)n(C)c1=O	-4	-2%	40	0%
Cc1cccc(N2CCN(C(=O)COc3ccc4c(c3)CCC4)CC2)c1C	-10	.	-2	-9%
CC(C)(C)NC(=O)NC(=O)COC(=O)c1nc(-c2ccccc2)n(-c2cccc(C(F)(F)F)c2)n1	.	.	-112*	-3%
CCCn1c(SC(C)C(=O)O)nc2ccccc21 (stereo not given)	4	0%	?	7%

An excerpt from above in order of the IMPase cell inh value, highest first.
structure	IMPase cell inh	15-hLO-2 inh	12-hLO inh
CC(C)c1nnc(NC(=O)CCC(=O)NCC2CCCO2)s1 (stereo not given)	2	0%	-3%
Cc1cccc(N2CCN(C(=O)COc3ccc4c(c3)CCC4)CC2)c1C	-10	.	-9%
COc1ccc(Cc2c(N)nc(N)nc2N)cc1	-22	25%	8%

Some of these compounds in order of molar mass, largest number first.
SMILES	IMPase cell inh	15-hLO-2 inh	PNC inhibitor	12-hLO inh
CC(C)(C)NC(=O)NC(=O)COC(=O)c1nc(-c2ccccc2)n(-c2cccc(C(F)(F)F)c2)n1	.	.	-112*	-3%
Cc1cccc(N2CCN(C(=O)COc3ccc4c(c3)CCC4)CC2)c1C	-10	.	-2	-9%
COC(=O)N[C@H](CC(C)=O)c1cccc(C(F)(F)F)c1	.	.	33	-2%
O=C(Nc1ccon1)c1cccc(Cl)c1	-3	-2%	-16	14%

Remaining list, next part.
SMILES	IMPase cell inh	15-hLO-2 inh	PNC inhibitor	12-hLO inh
Cc1ccc(C(=O)CCNc2ccc(Cl)cc2)o1	4	5%	-28	2%
O=C(Nc1ccc2c(c1)OCCO2)c1c(F)c(F)c(F)c(F)c1F	-13	-20%	23	-10%
Cc1c(NC(=O)Cn2nc(C(=O)O)c3ccccc3c2=O)c(=O)n(-c2ccccc2)n1C	-8	3%	11	1%
CS(=O)(=O)Nc1ccc(OCc2ccccc2)cc1	-1	1%	-7	2%
O=C(Cc1nc(-c2ccc([N+](=O)[O-])cc2)cs1)Nc1ccccc1	6	?	-100*	-2%
Cc1cc(C)cc(N(C(C)C(=O)Nc2c(C)n(C)n(-c3ccccc3)c2=O)S(C)(=O)=O)c1 (stereo not given)	-18	3%	7	-4%
CCOC(=O)c1cc(-c2ccc(OC)cc2)nc2c1c(C)nn2CCC#N	4	0%	?	6%
O=C(NCC(F)(F)F)N1CCOCC1	-4	8%	-30	-4%
COc1ccc(/C(O)=C2\C(=O)C(=O)N(c3cc(C)on3)C2c2ccccc2OC)cc1C (stereo not given)	-19	-6%	6	-1%
COc1cccc(C(=O)OC(C)CN2CCCC2)c1 (stereo not given)	7	7%	?	9%
N/C(=N\OC(=O)c1cccs1)c1ccccc1	.	.	-5	4%
O=C(Oc1ccccc1)N1CCC2(CC1)CN(c1ccccc1)C2	.	-17%	.	-11%
CC(=O)Oc1c(C)cccc1C(=O)O	.	-8%	.	-1%
COC(=O)c1ccc2c(c1)C(C)(C)C(/C=C/c1ccc(OC)c(OC)c1OC)=[N+]2C	9	13µM*	17	?
CCC1Oc2ccccc2N(CC(=O)NCCCN2CCC(C)CC2)C1=O (stereo not given)	1	3%	?	0%
CCOC(=O)N1CCN(CCC(=O)Nc2ccc(C)cc2)CC1	0	-1%	17	-6%
O=C(NC1(C(F)(F)F)NC(=O)N(c2ccc(F)cc2)C1=O)c1ccncc1 (stereo not given)	.	.	-2	3%
O=C(O)CCn1cc(/C=C/C(=O)c2ccc(Cl)cc2)c(-c2ccc(Br)cc2)n1	9	.	?	-4%
O=C(CN(Cc1ccccc1)C(=O)c1ccc2c(c1)OCCO2)NCc1ccc2c(c1)OCO2	6	-11%	14	-12%
COC(=O)c1sccc1NC(=O)c1ccc(OC)c(OC)c1	2	-2%	7	4%
CCc1ccc(OCc2nnc(SCC(=O)N3CCN(c4ccccc4)CC3)o2)cc1	0[0.0738 µM]	.	?	2%
O=C(CCCCCn1c(=O)[nH]c2ccccc2c1=O)N1CCN(Cc2ccc3c(c2)OCO3)CC1	4	6%	28	-7%
CN(C)CCCN1c2ccccc2Sc2ccc3ccccc3c21	.	6%[11.4 µM]	.	5%[11.4 µM]
O=C(O)c1ccccc1S	.	.	12	2%
CCOC(=O)N1CCC(NC(=O)CCC(=O)N2CC(C)Oc3ccccc32)CC1 (stereo not given)	7	-8%	?	-2%
COc1ccccc1C(=O)Nn1c(C2CCC2)nc2ccccc2c1=O	4	-1%	15	-3%
COCc1nnc(NS(=O)(=O)c2ccccc2)s1	15[1.84 µM]	1%[11.4 µM]	0	9%
O=C(Nc1cccc(-c2cnc3ccccc3n2)c1)c1ccco1	0	11%	46	1%
CC(C[N+](C)(C)C)OC(N)=O (stereo not given)	.	4%	6	-3%&-4%
COC(=O)C1CC1C(NC(=O)[C@H]1CCCCN1)c1ccccc1 (stereo not given in full)	.	-6%	.	2%
CCOC(=O)c1oc2c(c1C)C(=O)CCC2	.	.	24	3%
CCCCCCNC(=O)CC(c1ccccc1)c1cc(Br)ccc1O (stereo not given)	-5	.	4	-9%
COc1ccc(C(=O)/C=C/Nc2ccc(C)cn2)cc1OC	?	.	6	-8%
Cc1cc2ncn(S(=O)(=O)c3ccc(S(=O)(=O)N4CCOCC4)cc3)c2cc1C	-7	15%	7	2%
CC1CCCC(NC(=O)CCCn2c(=O)[nH]c3cc(Cl)ccc3c2=O)C1C (stereo not given)	2	1%	-3	8%
O=C(Nc1ccc2c(c1)OCO2)OCc1ccccc1	-1	5%	36	-5%
O=C(CNC(=O)c1ccc2c(c1)OCCO2)N/N=C/c1ccc(O)cc1O	-6	.	-5	1%
CC1CC2OC2/C=C\C=C/C(=O)Cc2c(Cl)c(O)cc(O)c2C(=O)O1 (stereo not given)	.	-9%[0.0915 µM]	.	-4%[0.00818 µM]
O=C(c1ccccc1CCc1ccccc1)N1CCN(c2ccccn2)CC1	1	5%[2.29 µM]	-84*	-3%
C#C[C@]1(OC(C)=O)CCC2C3CCC4=CC(=O)CCC4C3CC[C@]21C (stereo not given in full)	.	-21%	.	-1%
C=C(C)COc1ccc(-c2[nH]ncc2Oc2ccccc2OCC)c(O)c1	12	22%	-117*	?
CSc1ccc(C(=S)N2CCN(Cc3ccccc3)CC2)cc1	5	16%	-8	-6%
C#CCSc1nnc(-c2cc3c(C(F)(F)F)nn(C)c3s2)n1C	4	-10%	7	-3%
COCCCn1c(CCC(=O)O)ccc1-c1cccs1	-3	-23%	-4	-10%
CCOc1cc(C(=O)NCc2ccncc2)cc(OCC)c1OCC	1	3%	?	2%
Cc1ccc(-n2c(O)c(/C=N/NC(=O)C3COc4ccccc4O3)c3ccccc3c2=O)cc1 (stereo not given)	.	.	35	-2%
O=C(Nc1ccccc1)C1CCCN(S(=O)(=O)c2ccc(-n3cnnn3)cc2)C1 (stereo not given)	-2	-2%	-21	4%
O=C(CSc1c2c(nc3ccc(Cl)cc13)CCCC2)NCc1ccco1	-9	-1%	?	1%
CCN(CC(=O)Nc1ccccc1C(=O)OC)S(=O)(=O)c1ccccc1	13	8%	?	0%
CC(C(=O)N1CCOCC1)N1C(=O)C2C3CC(C(Br)C3Br)C2C1=O (stereo not given)	.	.	?	1%
CC1=C(C(=O)N(C)Cc2ccccc2)C2(CCC(C)CC2)OC1=O (stereo not given)	-3	.	?	1%
Cc1ccc(-n2ncc3c2ncn2c(C)nnc32)cc1C	3	0%	21	3%
O=C(c1ccccc1)N1CCN(C(=S)NCc2ccc3c(c2)OCO3)CC1	.	.	71	-3%
CC(=O)Nc1ccc(S(=O)(=O)N2CCN(C(=O)Cc3ccccc3)CC2)cc1	?	.	?	-4%
O=C(NC1CCCc2ccccc21)c1ccc(=O)[nH]c1 (stereo not given)	9	-2%	40	1%
O=S(=O)(NCc1cccnc1)c1ccc(Cl)c(Cl)c1Cl	-1	6%	?	1%
N#CCCn1c(=O)c(-c2cc(F)cc(F)c2)nc2cnc(OCc3ccccc3)nc21	.	-3%	.	-4%
COc1ccc(-c2nc(-c3cccs3)c(-c3cccs3)[nH]2)cc1OC	-6	22%	-4	-23%
CCC(=O)NCCc1cc2ccc(C)cc2[nH]c1=O	-5	-5%	-5	-8%
Cc1ccc(S(=O)(=O)Cc2ccc(C(=O)NCc3ccc4c(c3)OCO4)o2)cc1	2	-6%	-107*	0%
Remaining list, next part.
SMILES	IMPase cell inh	15-hLO-2 inh	PNC inhibitor	12-hLO inh
C=C(c1ccc(OC)cc1)c1ccc(OC)cc1	-7	-8%	22	-6%
COc1ccc(N2C(=O)CCC(C(C)=O)=C2C)cc1	-1	2%	49	-5%
CC(C)CNC(=O)c1cccc(NC(=O)Cc2ccc(Br)cc2)c1	.	.	-18	-3%
COc1ccccc1N1CCN(c2ncnc3c2oc2ccccc23)CC1	23	45%[activator]	-19	-3%
O=c1cc(O)nc(SCc2ccccc2)[nH]1	-3	-4%	44	-3%
CCOC(=O)c1csc(NC(=O)c2cc(OC)c(OC)c(OC)c2)n1	0	21%	?	-5%
O=C(Oc1cc(=O)n2ccccc2n1)c1ccccc1	.	.	-5	-3%
